NPC1 prom act: NPC1 promoter activation; Huh7 NPC1 promoter luciferase reporter, 24 h; Potency, µM (doses to about 9.22 µM), for inactives: at the top dose activation, hits mostly activators; actives 2.4% (n = 320,000); AID 485313;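 also: potency is read from the fitted curve at half-maximal effect; % of control where 0% means no effect; nearly all actives have a fitted effect of over 60% in size; reporter is driven by a mutant NPC1 promoter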
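Readout is luciferase luminescence, reflecting NPC1 promoter activation in stably transfected Huh7 cells after 24 h compound exposure at 37 °C in reduced-serum medium with 10% FBS.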
RORgamma inh: blocks mouse ROR gamma transcriptional activity; P51450; Drosophila S2 Gal4-RORgamma UAS-luciferase reporter, 20 h; Potency, µM (series often up to 53.6 µM), for inactives: top-dose activity change, negative = inhibition, usual class: inhibitors; actives 5.4% (n = 310,000); also: potency is read from the fitted curve at half-maximal effect; % is scaled to controls: 0 for no effect and ±100 for the full control effect; nearly all actives have a fitted effect of over 60% in size
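A Gal4/UAS one-hybrid system in insect cells: metallothionein-promoter Gal4–ROR gamma fusion plus Photinus luciferase reporter. Copper sulfate 700 uM final, 20 hr ambient incubation, luminescent detection after 10 min with reagent.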
MBNL1 CUG block: inhibitors of human MBNL1 binding to CUG repeat RNA | Q9NR56 | TR-FRET MBNL1-His/biotin-(CUG)12 binding, 665/545 ratio | Potency, µM (series often up to 57.5 µM), for inactives: at the highest dose activity change, negative = inhibition, hits mostly inhibitors | actives 0.036% (n = 280,000) | AID 2675; active = well fitted inhibition curve with a large enough effect in the signal ratio, with a control signal flat, not every such curve was filed as active; inconclusive = small, poorly fitted or top-dose-only effect, or effect the other way, or a change in a side signal; inactive = no such curve, though single readings can be large or run the other way; the % refers to the signal ratio; also: potency is read from the fitted curve at half-maximal effect; % is scaled to controls: 0 for no effect and ±100 for the full control effect
Target sequence (Q9NR56 whole entry, looked up): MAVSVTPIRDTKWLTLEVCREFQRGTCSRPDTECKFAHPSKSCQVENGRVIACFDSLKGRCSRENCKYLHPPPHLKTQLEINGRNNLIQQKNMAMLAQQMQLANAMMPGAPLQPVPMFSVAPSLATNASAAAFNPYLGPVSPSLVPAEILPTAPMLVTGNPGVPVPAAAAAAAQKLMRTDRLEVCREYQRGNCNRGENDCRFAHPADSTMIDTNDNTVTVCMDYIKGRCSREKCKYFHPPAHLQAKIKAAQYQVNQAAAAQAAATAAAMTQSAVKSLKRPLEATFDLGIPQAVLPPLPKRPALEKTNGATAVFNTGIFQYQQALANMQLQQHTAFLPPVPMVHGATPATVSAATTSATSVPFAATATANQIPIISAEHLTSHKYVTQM
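His-tagged MBNL1 binding to biotinylated (CUG)12 RNA was measured by TR-FRET using terbium anti-His antibody (0.055 ng/ul final) and streptavidin-XL665 (5 nM final). Compounds were titrated 92 nM to 58 uM; 60 min at room temperature.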
ELG1 repair inh: ELG1-dependent DNA repair inhibition | HEK293T ELG1-luciferase reporter, luminescence, 16 h; DNA damage induced by 5-fluorouridine | Potency, µM (series often up to 46.1 µM), for the others: at the top dose activity change, negative = inhibition, actives largely listed as inhibitors | actives 2.3% (n = 330,000); also: potency is read from the fitted curve at half-maximal effect; % is scaled to controls: 0 for no effect and ±100 for the full control effect; nearly all actives have a fitted effect of over 55% in size
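Step one: seed 2,000 cells per well. Step two: pin-transfer compound or DMSO alongside 5-fluorouridine. Step three: incubate 16 hr, 37 °C, 5% CO2. Step four: add ONE-Glo, wait 30 min, read luminescence.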
KCNH2 3.1 block: blocks the human KCNH2 3.1 channel isoform | activity change, % (tested at about 1.8 µM) | actives 0.95% (n = 340,000) | U2OS KCNH2 3.1, thallium flux FluxOr; stronger effect = lower value;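 active = maximum activity change below -70%; inconclusive = maximum activity change from -70% to -50%; inactive = maximum activity change above -50%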;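 also: thallium influx rate constant from kinetic fluorescence after stimulation buffer; % is scaled to controls: 0 for no effect and ±100 for the full control effect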
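FluxOr-based Tl+ influx in U2OS cells transduced with KCNH2 3.1 virus; rate constants normalized to DMSO controls.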
Gal4-VP16 FLuc: inhibits Gal4-VP16 luciferase reporter, ROR gamma counter-screen. Drosophila S2 Gal4-VP16 UAS-luciferase, luminescence, 20 h. Potency, µM (highest dose often 53.6 µM), for the others: at the highest dose activity, negative = inhibition, usual class: inhibitors. actives 3.5% (n = 310,000). AID 2546;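 also: Gal4-VP16 expression switched on by copper sulfate through the metallothionein promoter; potency is read from the fitted curve at half-maximal effect; % is scaled to controls: 0 for no effect and ±100 for the full control effect; nearly all actives have a fitted effect of over 50% in size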
FLuc modulator: firefly luciferase modulation, counter-screen for miR-21 project; P08659; purified FLuc, Km substrates, luminescence inhibition; Potency, µM (top dose mostly 57.5 µM), without a hit: top-dose activity change, negative = inhibition, most hits filed as inhibitors; actives 6.9% (n = 360,000); AID 588342;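 also: potency is read from the fitted curve at half-maximal effect; plate controls were vehicle for no effect and reference inhibitor for full effect; nearly all actives have a fitted effect of over 55% in size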
Target sequence (P08659 whole entry, looked up): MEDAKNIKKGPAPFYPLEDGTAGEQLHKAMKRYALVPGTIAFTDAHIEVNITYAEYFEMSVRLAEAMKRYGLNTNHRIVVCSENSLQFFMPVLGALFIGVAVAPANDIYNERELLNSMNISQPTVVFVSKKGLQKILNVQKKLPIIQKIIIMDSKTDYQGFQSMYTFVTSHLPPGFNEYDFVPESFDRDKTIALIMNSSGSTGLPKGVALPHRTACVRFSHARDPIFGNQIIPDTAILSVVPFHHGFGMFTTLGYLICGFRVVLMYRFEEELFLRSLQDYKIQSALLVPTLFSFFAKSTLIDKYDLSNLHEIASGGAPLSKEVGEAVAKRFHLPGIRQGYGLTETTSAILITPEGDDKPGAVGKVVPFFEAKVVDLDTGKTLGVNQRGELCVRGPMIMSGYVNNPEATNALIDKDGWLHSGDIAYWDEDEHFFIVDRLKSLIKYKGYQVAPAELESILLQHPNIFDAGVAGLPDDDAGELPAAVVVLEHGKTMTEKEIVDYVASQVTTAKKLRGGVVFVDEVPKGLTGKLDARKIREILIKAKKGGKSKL
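Purified P. pyralis luciferase (10nM final) with 10uM D-luciferin and 10uM ATP (Km levels) in 50mM Tris acetate pH 7.5, 10mM Mg acetate, 0.01% Tween-20, 0.05% BSA; qHTS 6-point titration, ~60 µM downward; luminescence read.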
PKM2 activator: PKM2 (human) enzyme activation. actives 0.34% (n = 260,000). Potency, µM (highest dose often 57.5 µM), without a hit: top-dose activation, most hits filed as activators. purified PKM2, Kinase-Glo ATP luminescence, activation; response scale: 0% is enzyme alone, no compound. AID 1631; also: potency is read from the fitted curve at half-maximal effect; % is scaled to controls: 0 for no effect and ±100 for the full control effect; nearly all actives have a fitted effect of over 55% in size
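Kinase-Glo luminescence reports ATP generated from ADP (0.1 mM) and PEP (0.5 mM) by purified hPK-M2 after 1 h at room temperature, pH 7.2 imidazole buffer; intermediate enzyme activity allows detecting inhibitors and activators.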
Rab9 prom act: activators of Rab9 promoter; Huh7 Rab9 promoter-luciferase reporter, luminescence, 24 h; Potency, µM (titrated, usually from 9.22 µM), for inactives: at the highest dose activation, negative = inhibition, most hits filed as activators; actives 2.8% (n = 320,000); also: potency is read from the fitted curve at half-maximal effect; % of control where 0% means no effect; nearly all actives have a fitted effect of over 60% in size
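Cell-based reporter: Huh7 stable for Rab9 promoter-driven luciferase, plated in reduced-serum medium with 10% FBS at 1500 cells/well, compound-treated 24 h at 37 °C, luminescence read after 10 min reagent.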
Mito fusion act: blocks mitochondrial division or promotes mitochondrial fusion; S. cerevisiae fusion-defective mutant growth rescue, CellTiterGlo 48 h; Potency, µM (titrated, usually from 46.1 µM), without a hit: at the highest dose growth rescue (activation), hits mostly activators; actives 0.23% (n = 320,000);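 also: potency is read from the fitted curve at half-maximal effect; % of control where 0% means no effect; nearly all actives have a fitted effect of over 45% in size; temperature-sensitive fusion mutants such as fzo1-1 at 37 °C on non-fermentable ethanol glycerol medium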
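Read-out: ATP-based luminescence (CellTiterGlo, 10 min ambient) reporting growth of fusion-defective ts yeast after 48 hours at 37C on glycerol/ethanol YPEG medium in the presence of compound.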
Menin-MLL TR inh: menin-MLL binding inhibition, Texas Red mutant peptide. O00255. Menin + Texas Red MLL mutant peptide, fluorescence polarization. Potency, µM (top dose mostly 61.6 µM), inactives show at the top dose FP activity change, negative = inhibition, usual class: inhibitors. actives 0.23% (n = 270,000). AID 1768; active = well fitted inhibition curve with a large enough effect in the polarisation, with a control signal flat, not every such curve was filed as active; inconclusive = small, poorly fitted or top-dose-only effect, or effect the other way, or a change in a side signal; inactive = no such curve, though single readings can be large or run the other way; the % refers to the polarisation; also: potency is read from the fitted curve at half-maximal effect; % of control where 0% means no effect; many of its hits are not listed in these tables
An asterisk follows results filed as active; ? = inconclusive; / = no result given; & = joins results of further samples; [ ] = dose if it differs, or a comment. Unless noted, calls follow the shape of the dose curve; as a rule, active = well fitted curve in the direction sought with a large enough effect; inconclusive = small, poorly fitted or top-dose-only effect, or another doubt; inactive = no such curve, though single readings can be large; an effect the other way counts as inactive or inconclusive. This is a subset; count on the stated rates, not on these rows.

SMILES	NPC1 prom act	RORgamma inh	MBNL1 CUG block	ELG1 repair inh	KCNH2 3.1 block	Gal4-VP16 FLuc	FLuc modulator	PKM2 activator	Rab9 prom act	Mito fusion act	Menin-MLL TR inh
CCCN1CCC(NC(=O)Nc2cc(Cl)ccc2OC)CC1	-2.6%	1.9%	-2.5%	13.6%	2.4	-4.3%	0.4%	2.7%	-6.7%	16.7%	-26.1%
CCc1ccc(N(CC(=O)NC2CCCC2)S(=O)(=O)c2c(C)noc2C)cc1	0.5%	-11.2%	0.8%	-0.5%	-6.1	-9.3%	0.1%	-9.8%	-2.8%	-2.6%	-5.3%
O=C(c1cccnc1)N1CCN(c2c(Cl)cccc2[N+](=O)[O-])CC1	-2.4%	1.4%	19.3%	-15.0%	2.4	-5.2%	8.0%	2.8%	-4.2%	-2.1%	?
Oc1ccccc1N=Cc1ccc[nH]1	-11.6%	?	?	-7.6%	-0.9	10.6%	-0.5%	-1.5%	-3.5%	18.7%	?
CC(Sc1nnc(COc2ccc(Cl)cc2)n1-c1ccccc1)C(=O)O (stereo not given)	1.6%	25.1%	-10.4%	?	-4.4	-3.7%	0.7%	-7.2%	-1.0%	1.0%	-3.3%
COc1cccc(NC(=O)c2c(C)cc(C)cc2CC(C)(C)C(=O)O)c1	-0.5%	-12.8%	-12.9%	-0.6%	-18.8	-0.2%	5.1%	0.1%	-0.8%	-3.3%	/
CCn1cc(Cl)c(C(=O)Nc2cccc(CN3CCOCC3)c2)n1	24.5%	12.1%	-1.4%	13.3%	3.3	4.9%	-1.2%	/	19.2%	2.0%	/
CC(=O)Nc1ccc(S(=O)(=O)NCCC(=O)OCc2nc(N)nc(Nc3ccccc3C)n2)cc1	-3.8%	/	/	?	13.8	/	6.0%	/	-5.6%	4.4%	/
CCC(CC)c1nnc(NC(=O)c2ccc([N+](=O)[O-])cc2)s1	4.3%	-10.9%[10 µM]	/	3.8%	-6.3	?	-3.8%	2.0%	24.2%	18.8%	-5.2%
CC1CCN(Cc2cc(=O)oc3ccc(C(C)C)cc23)CC1	-5.8%	20.8%	3.8%	6.5%	-6.4	4.0%	2.2%	/	-6.2%	-28.6%	?
Cc1noc(-c2ccc(C(F)(F)F)cc2)c1NC(=O)Nc1ccc(Cl)cc1	-1.0%	?	1.6%	?	-11.3	?	0.5%	-2.5%	-9.8%	1.4%	/
CC(=O)C1C(=O)CC(c2ccc(Cl)cc2)CC1=O (stereo not given)	1.4%	-4.1%	-4.6%	12.6%	-1.6	-1.3%	4.0%	0.7%	-2.0%	-3.1%	/
CCOc1ccc(CNc2ccc(N3CCCC3)cc2)cc1	11.8%	?	11.4%	?	-6.6	4.4%	?	4.6%	25.4%	-2.0%	?
CCN(C(=O)CO/N=C/c1ccc(OC)cc1OC)c1c(N)n(Cc2ccccc2)c(=O)[nH]c1=O	0.7%	/	/	4.9%	3.7	/	/	/	-3.4%	-7.7%	/
Cc1ccc(NC(=O)COC(=O)c2cc(=O)c3cc(F)ccc3o2)cc1	-4.1%	/	/	24.6%	9.4	/	2.1%	/	-6.9%	-4.5%	/
CC(=O)NC(CCS(C)(=O)=O)C(=O)Nc1cc(C)ccc1C (stereo not given)	-2.5%	2.4%	-5.5%	0.5%	3.8	11.7%	-0.7%	1.5%	2.8%	-4.1%	2.4%
COCCn1c(SCC(=O)c2ccc(Cl)cc2)nnc1C(C)C	18.7%	-20.1%	-0.9%	2.5%	-10.7	11.3%	-1.5%	2.5%	-0.4%	-0.9%	1.3%
CCCc1cc(O)c2c(C)cc(=O)oc2c1	-1.3%	?	14.3%	-9.7%	-12.7	-10.1%	-13.1%	-2.6%	-0.4%	15.2%	0.5%
CC1(CC(=O)N/N=C/c2cc([N+](=O)[O-])c(O)cc2O)OCCO1	-0.2%	5.62µM*	?	?	-4.5	?	-11.5%	-4.0%	-16.1%	-4.9%	-0.4%
O=S(=O)(Nc1ccc(-n2cnnn2)cc1)c1cccs1	-1.1%	/	/	?	16.6	/	1.1%	/	5.8%	1.1%	/
Cc1cc(C)c2nc(SCC(=O)NCCN3C(=O)CSC3=O)cc(C)c2c1	-2.9%	-9.6%	38.8%[activator]	0.0%	2.3	-1.1%	0.0%	6.2%	-1.8%	-6.5%	-5.2%
CC(C)N(C(=O)COC(=O)[C@H](C)NC(=O)c1ccco1)c1ccccc1	-1.0%	14.5%	-7.4%	-1.2%	13.6	-15.0%	-2.0%	-1.1%	0.8%	1.6%	-23.3%
Cc1cccc(-n2c(N)cc(=O)nc2SCC(=O)Nc2cc(C)on2)c1	-2.5%	-20.4%	0.4%	4.0%	-13.5	-2.5%	2.3%	0.1%	3.2%	-4.0%	0.4%
Cc1nc(N2CCN(c3ccccn3)CC2)c2c(C)c(C(=O)Nc3ccc(F)cc3)sc2n1	-8.8%	34.1%	36.1%[activator]	?	-101.0*	-18.0%	3.7%	-1.7%	-3.3%	-0.4%	8.2%
CCOC(=O)C(Sc1cc(-c2ccccc2)nc2ncnn12)C(C)=O (stereo not given)	0.2%	0.631µM*	4.5%	0.6%	1.2	2.82µM*	3.6%	1.6%	-4.5%	-6.0%	/
CC1CCCC(NC(=O)C2CCC(CNc3c(N4CCCCC4)c(=O)c3=O)CC2)C1C (stereo not given)	-9.8%	-2.9%	-9.4%	?	7.4	-8.9%	-1.1%	-0.9%	0.3%	1.5%	/
CC1(C)CC2(C)OCCN2C(=S)N1 (stereo not given)	-2.2%	?	-2.2%	-28.2%	6.9&3.9	-8.8%	-0.6%	4.7%	-3.4%	-0.9%	/
COc1ccc(C2/C(=C(/O)c3ccc(C)cc3)C(=O)C(=O)N2CCCN2CCOCC2)cc1 (stereo not given)	2.2%	4.5%	17.5%	?	17.4	0.9%	?	3.7%	0.0%	0.8%	-13.0%
Cc1ccsc1/C=N/N1CCN(Cc2ccccc2)CC1	15.3%	?	-2.8%	?	-24.7	11.5%	?	1.2%	23.4%	-0.1%	-0.3%
CCCc1c(O)c2ccccc2[nH]c1=O	-1.5%	9.7%	4.0%	9.2%	0.3	-9.9%	6.7%	-0.1%	5.1%	7.8%	3.9%
Cn1c(Cn2nnc3ccccc32)nnc1SCC(N)=O	1.6%	19.4%	-3.2%	-27.9%	0.5	-13.0%	-1.3%	-12.5%	2.2%	-4.9%	20.4%
O=C(CN1CCc2cc3c(cc2C1)OCCCO3)Nc1c(F)cccc1F	-3.1%	?	1.8%	-23.4%	-16.1	?	-3.5%	/	-3.8%	1.3%	/
CN(c1ccc(C(=O)NCc2cccnc2)cc1)S(=O)(=O)c1ccc(Cl)cc1	-7.8%	40.0%	-1.2%	-20.1%	1.0	-9.8%	0.5%	-2.2%	5.8%	-0.3%	/
C=CCn1c(SCCC(=O)O)nnc1-c1cccs1	-2.2%	-9.6%	6.4%	?	1.2	-5.3%	2.7%	-5.0%	2.8%	0.5%	2.2%
CCOC(=O)N1CCN(C(=O)c2ccc(CS(=O)(=O)c3ccccc3OC)o2)CC1	-0.4%	?	5.7%	/	-6.3	?	-1.2%	28.3%	-1.1%	-1.3%	-22.8%
Cc1cc(C(=O)CSc2nnc(N)s2)c(C)n1CCc1ccc(F)cc1	18.5%	?	-10.7%	15.5%	7.6	5.4%	-4.4%	?	15.2%	3.5%	-6.8%
O=C(COc1ccccc1)Nc1ccc(CN2CCCCC2)cc1	-3.2%	-19.1%	0.5%	4.2%	-14.8	6.8%	-0.8%	-3.1%	-4.1%	-0.8%	-0.9%
CCCc1cc(-c2n[nH]c(C(=O)OCC)c2-c2cscn2)c(O)cc1O	0.2%	?	-14.9%	?	-4.0	?	-0.6%	-0.7%	-20.5%	0.3%	-12.9%
CCN(c1ccc(OCC(=O)OCC(=O)c2c(N)n(C)c(=O)n(C)c2=O)cc1)S(=O)(=O)c1ccccc1	3.3%	-16.6%	-3.4%	?	-0.8	-5.6%	12µM*	3.2%	8.8%	10.0%	13.8%
COc1cc(/C=C/C(=O)OCC(=O)Nc2ccc(S(N)(=O)=O)cc2)ccc1O	0.3%	3.3%	/	11.9%	-15.1	-7.1%	-0.6%	2.3%	-2.7%	-1.7%	/
COc1cc(/C=N/NC(=O)Cn2cnc3c2c(=O)n(C)c(=O)n3C)ccc1O	0.5%	2.5%	8.4%	4.3%	-4.8	-7.5%	0.6%	-3.3%	-0.3%	-2.8%	/

Screening results deposited in PubChem by National Center for Advancing Translational Sciences (NCATS).
